PrPC TRFRET: reduces human prion protein on the cell surface; cell surface PrPC, TR-FRET read-out; AID 720596; hit rate 0.43% among 370,000; inhibition, % at 13.8 µM; P04156; in the data active = inhibition above about 24%; also: 0% = median of the test wells and 100% = reference compound wells
BoNT A protease: BoNT A light chain protease inhibition | multiplex microsphere protease substrate cleavage, flow cytometry | inhibition, % at 10 µM | hit rate 0.17% among 360,000; also: plate controls were buffer without enzyme for full effect and enzyme alone for no effect
SSB-PriA inh: blocks PriA binding to SSB C-terminal tail. AlphaScreen SSBct-PriA binding, biotinylated peptide. inhibition, % at 33 µM. hit rate 0.6% among 430,000. AID 1272365; in the data active = inhibition mostly above about 37%, no sharp cut-off; inactive = mostly below about 20%;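 also: plate controls were negative control peptide for no effect and reference peptide for full effect; strong numbers were not always called active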
TcdB inh: inhibitors of Clostridioides difficile toxin B glycohydrolase; P18177; TcdB glycohydrolase enzymatic assay, plate reader; inhibition, % at 9.99 µM; hit rate 0.24% among 350,000; AID 652162; in the data active = inhibition above about 10%
SARS 3CLpro inh: SARS-CoV 3CLpro protease inhibition; AID 1706; recombinant SARS-CoV 3CLpro, quenched FRET peptide cleavage; hit rate 0.14% among 290,000; P0C6X7; inhibition, % at 6 µM; in the data active = inhibition above about 12%
Anthrax LF inh2: inhibitors of Bacillus anthracis lethal factor protease | multiplex microsphere protease cleavage assay, LF | inhibition, % at 10 µM | hit rate 0.12% among 360,000 | AID 588501; also: plate controls were buffer without enzyme for full effect and enzyme alone for no effect
BH1578 lux ind: induces V. cholerae light production without autoinducers. V. cholerae BH1578 lux reporter, luminescence, 6 h. activation, % at 18.7 µM. hit rate 0.16% among 350,000. AID 588436; in the data active = activation mostly above about 9.7%, no sharp cut-off; inconclusive = no clear call, values can overlap the other calls; inactive = mostly below about 3.7%; also: not every result past the cut was called active; inactives centre near 0; reference of the scale not given here
Y pestis TopoI: blocks Yersinia pestis topoisomerase I activity; activity, % at 10 µM; Y. pestis Topo-I cleavage product accumulation, plate reader; hit rate 0.064% among 360,000; in the data active = activity above about 50%, passing the limit was not always enough; inconclusive = no clear call, values can overlap the other calls; also: inactives centre near 2
PfHsp40 yeast: compounds rescuing yeast from Plasmodium falciparum HSP40 toxicity; growth rescue, % at 12.5 µM; hit rate 0.68% among 340,000; S. cerevisiae expressing PfHsp40, growth rescue, ATP luminescence; in the data active = growth rescue above about 28%, passing the limit was not always enough; inconclusive = no clear call, values can overlap the other calls;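 also: yeast W303a lacking pdr1 and pdr3 grown in galactose medium; growth measured after three days at 30 °C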
* hit, by the source's call; i = inactive; ? = inconclusive; nt = not tested or not shown. Rule as the data show it, unless noted: active = inhibition above about 30%; inconclusive = no clear call, values can overlap the other calls; inactive = below that. A portion of the library (hit frequency here may not be typical).

[1] Cc1ccccc1S(=O)(=O)Cc1ccc(C(=O)NCCN(Cc2ccccc2)C(C)C)o1
[2] O=C(OC(C(=O)NCc1ccco1)C(OC(=O)c1ccccc1)C(=O)NCc1ccco1)c1ccccc1 (stereo not given)
[3] COc1ccc(NC(=S)NC(NC(=O)c2cccc3ccccc23)C(Cl)(Cl)Cl)c([N+](=O)[O-])c1 (stereo not given)
[4] Cc1occc1C(=O)N1CCCC(N2CCN(c3cccc(Cl)c3)CC2)C1 (stereo not given)
[5] NNC(=O)c1oc2nc(-c3ccccc3)cc(-c3ccco3)c2c1N
[6] CCCCNC(=S)NNC(=O)c1csc(C)c1CC
[7] O=C(O)Cc1ccc(-c2ccccc2)cc1
[8] COc1ccc(NS(=O)(=O)c2cc3c(cc2C)NC(=O)CO3)c(OC)c1

entry no.	1	2	3	4	5	6	7	8
PrPC TRFRET	-3	2	-2	4	-11	11	6	5
BoNT A protease	2.1	-1.5	-3.7	-1.0	-9.4	-1.1	-0.2	-1.5
SSB-PriA inh	4	-2	21	7	-3	-4	-10	0
TcdB inh	0.2	-0.1	nt	1.1	-0.6	nt	-0.2	-0.5
SARS 3CLpro inh	2	-4	5	-2	6	4	0	1
Anthrax LF inh2	1	-3	-5	-7	-25	-2	-6	-1
BH1578 lux ind	-0.4	i	i	nt	-0.1	-0.3	-0.5	-0.1
Y pestis TopoI	10	-5	-12	21	8	-4	3	-7
PfHsp40 yeast	0.2	-0.3	1.1	-1.4	nt	-0.4	5.5	0.6

[9] Cc1cc(C(=O)CN2C(=O)NC3(CCCc4sccc43)C2=O)c(C)n1-c1ccccc1 (stereo not given)
[10] O=C(COc1ccccc1Cl)NCCNC(=O)c1ccccn1
[11] C[C@]12c3[nH]c4cc(-c5ccco5)ccc4c3CCN1C(=O)[C@@H](CC(=O)NCC13CC4CC(CC(C4)C1)C3)C[C@@H]2C(=O)N1CCCCC1
[12] CCc1nc2ccc(C(=O)NCCN3CCOCC3)cn2c1N(C)Cc1ccc(OC)cc1
[13] CCCCCCCCCc1nc2sc3c(c2c(=O)n1NC(=O)c1ccc([N+](=O)[O-])cc1)CC(C)(C)OC3
[14] Cn1c(CO)cnc1SCC(=O)c1ccc(Cl)cc1
[15] O=C(OCCCCN1C(=O)c2ccccc2C1=O)c1n[nH]c2ccccc12
[16] N#C/C(=C(/O)COC(=O)COc1ccc(Cl)cc1)c1nc2ccccc2[nH]1

entry no.	9	10	11	12	13	14	15	16
PrPC TRFRET	-7	-3	-1	2	7	-2	-2	19
BoNT A protease	-0.3	2.3	-0.8	-0.1	-1.0	0.3	-0.6	6.3
SSB-PriA inh	15	-16	-1	nt	-1	2	1	-1
TcdB inh	nt	0.6	2.1	0.9	nt	1.0	nt	1.7
SARS 3CLpro inh	5	-5	nt	nt	-3	-5	7	7
Anthrax LF inh2	2	2	-8	-4	-2	0	-6	5
BH1578 lux ind	-0.6	-1.2	-0.2	i	i	-0.3	-0.7	i
Y pestis TopoI	36	6	-4	3	2	-3	2	0
PfHsp40 yeast	0.9	-0.5	-0.3	nt	-1.3	-0.5	-1.2	-0.4

[17] CC(C)OC(=O)Nc1ccc2c(c1)N(C(=O)CCN1CCOCC1)c1ccccc1CC2
[18] Cc1nc2cc(Cl)ccc2c(=O)n1Cc1ccncc1
[19] N#CCC(=O)Nc1ccc(C(=O)OCC(=O)c2ccc3c(c2)OCO3)cc1
[20] COc1ccc(C2=CC(=O)CC(c3ccc(F)cc3)C2)cc1 (stereo not given)
[21] CC(=O)c1cccc(CN2CCCC(C(=O)Nc3ccc(-c4ccco4)cc3)C2)c1 (stereo not given)
[22] CCOc1ccc2c(c1)C(C)=CC(C)(C)N2S(=O)(=O)c1ccc(NC(C)=O)cc1
[23] CC(NC(=O)/C(C#N)=C/c1ccc(OCC(=O)O)cc1)c1ccccc1 (stereo not given)
[24] CCNS(=O)(=O)c1ccc(C(=O)Nc2ccccc2)cc1

entry no.	17	18	19	20	21	22	23	24
PrPC TRFRET	4	10	-2	4	-1	24*	-12	-1
BoNT A protease	-0.6	-1.6	4.4	-0.2	-3.1	1.6	-0.8	0.2
SSB-PriA inh	10	-4	-6	4	-3	8	-25	-5
TcdB inh	0.2	0.8	1.7	2.4	1.0	0.2	0.3	nt
SARS 3CLpro inh	1	-2	nt	nt	2	3	1	3
Anthrax LF inh2	0	-1	0	-7	-2	-7	-7	-1
BH1578 lux ind	2.4	0.8	-14	i	i	-0.6	-0.3	-0.3
Y pestis TopoI	8	5	-4	2	1	32	2	5
PfHsp40 yeast	-1.8	-1.6	-0.5	14	-0.8	1.4	-0.7	-0.5

[25] C=CCn1c(-c2ccc(OC)c(OC)c2)cs/c1=N\c1ccccn1
[26] O=C(CNC(=O)c1sc2ccccc2c1Cl)Nc1ccccc1F
[27] COc1ccccc1CC(=O)NCc1ccc2c(c1)OCO2
[28] COc1ccc(/C=C2\CCc3ccccc3C2=O)cc1Cn1cccn1
[29] COC(=O)CN1C(CN2CCOCC2)=Nc2ccc(Br)cc2C1c1ccccc1 (stereo not given)
[30] C=CCc1cccc(CNc2nc3ccccc3n2CCN2CCOCC2)c1O
[31] CSc1ccccc1CNC(=O)C1(C)CCCN1CC(C)C (stereo not given)
[32] O=C(NCCc1ccc(Cl)cc1Cl)c1cncc(Br)c1

entry no.	25	26	27	28	29	30	31	32
PrPC TRFRET	4	0	3	6	0	-7	9	1
BoNT A protease	0.3	?	-1.5	-0.3	-8.2	-0.9	0.3	-3.2
SSB-PriA inh	nt	-7	-16	3	3	6	nt	-6
TcdB inh	nt	-1.3	nt	nt	1.7	nt	0.5	0.3
SARS 3CLpro inh	-3	nt	-5	-2	4	-2	nt	3
Anthrax LF inh2	-1	?	-4	-1	3	-4	5	6
BH1578 lux ind	i	1.7	0.4	-11	-0.4	-0.4	-0.8	i
Y pestis TopoI	9	2	5	3	40	41	21	9
PfHsp40 yeast	-0.1	0.1	-0.2	4.8	nt	-0.9	nt	0.0

[33] Nc1ncnc(Nc2cccc(F)c2)n1
[34] CC(C)CC(=O)NC(NCC1CCCO1)C(Cl)(Cl)Cl (stereo not given)
[35] C=CCn1cnc2c(c1=O)c1nc3ccccc3nc1n2/N=C/c1cccc(OC)c1
[36] CCCCOc1ccc(/C=c2\sc3ncnn3c2=O)cc1
[37] O=C(O)c1cc([N+](=O)[O-])ccc1N1CCCCC1
[38] COc1ccc(C2=NO[C@H]3C[C@](C(=O)NC(C)C)(S(=O)(=O)c4ccccc4)C[C@@H]23)cc1
[39] COc1ccccc1Nc1nnc(SCc2cc(=O)n3ccsc3n2)s1
[40] CC(C)N1CCN(Cc2cnc(N3CCCC3)s2)CC1CCO (stereo not given)

entry no.	33	34	35	36	37	38	39	40
PrPC TRFRET	6	1	0	-6	-14	nt	4	1
BoNT A protease	-0.6	-0.1	?	0.8	-0.1	0.0	1.1	0.8
SSB-PriA inh	-1	-5	nt	nt	5	-9	2	-1
TcdB inh	0.5	nt	nt	nt	nt	nt	15*	-0.4
SARS 3CLpro inh	3	-2	nt	2	-2	0	0	2
Anthrax LF inh2	-3	2	0	0	-1	1	2	9
BH1578 lux ind	i	5.0	i	-4.8	0.4	4.0	-0.3	-0.6
Y pestis TopoI	4	0	-7	-11	-7	4	9	3
PfHsp40 yeast	-0.2	-1.0	3.2	0.0	-1.3	-0.6	1.0	-0.1

[41] O=C1CN(C(=O)c2ccc(Cl)nc2)c2ccccc2N1
[42] Cc1c(N2C(=O)/C(=C3/C(=O)N(C)c4ccccc43)SC2=S)c(=O)n(-c2ccccc2)n1C
[43] Cc1[nH]c2ccccc2c1C(=O)COC(=O)Cn1c(C)nc2ccccc21
[44] O=C(CSCc1ccccc1Cl)NN1C(=O)c2ccccc2C1=O
[45] Cc1c(Br)ccc(NC(=O)c2ccccc2[N+](=O)[O-])c1C
[46] COc1cccc2cc(C(=O)C3=C(O)C(=O)N(CCN4CCOCC4)C3c3ccc(C(C)(C)C)cc3)oc12 (stereo not given)
[47] O=C(c1ccccc1)c1c[nH]c(C(=O)NCCCn2ccnc2)c1
[48] O=C(Cn1c(SCC(=O)N2CCc3ccccc32)nc2ccccc21)NC1CCCC1

entry no.	41	42	43	44	45	46	47	48
PrPC TRFRET	-6	1	-5	-2	-12	1	-1	0
BoNT A protease	0.4	-0.7	2.5	-0.2	1.1	0.3	-0.3	0.1
SSB-PriA inh	5	-19	5	-4	-6	-10	-10	-22
TcdB inh	-0.2	nt	nt	nt	0.4	0.5	nt	nt
SARS 3CLpro inh	2	3	2	1	4	2	6	-2
Anthrax LF inh2	5	2	0	2	2	-2	-6	-6
BH1578 lux ind	-1.6	i	-0.2	i	-0.3	i	-3.6	-0.6
Y pestis TopoI	4	0	-5	10	-5	18	4	-1
PfHsp40 yeast	-0.2	-0.4	-0.1	0.7	-0.7	0.0	-0.6	-0.6

From entry 44 as far as 48, as listed above:
[44] O=C(CSCc1ccccc1Cl)NN1C(=O)c2ccccc2C1=O
[45] Cc1c(Br)ccc(NC(=O)c2ccccc2[N+](=O)[O-])c1C
[46] COc1cccc2cc(C(=O)C3=C(O)C(=O)N(CCN4CCOCC4)C3c3ccc(C(C)(C)C)cc3)oc12 (stereo not given)
[47] O=C(c1ccccc1)c1c[nH]c(C(=O)NCCCn2ccnc2)c1
[48] O=C(Cn1c(SCC(=O)N2CCc3ccccc32)nc2ccccc21)NC1CCCC1

entry no.	44	45	46	47	48
PrPC TRFRET	-2	-12	1	-1	0
BoNT A protease	-0.2	1.1	0.3	-0.3	0.1
SSB-PriA inh	-4	-6	-10	-10	-22
TcdB inh	nt	0.4	0.5	nt	nt
SARS 3CLpro inh	1	4	2	6	-2
Anthrax LF inh2	2	2	-2	-6	-6
BH1578 lux ind	i	-0.3	i	-3.6	-0.6
Y pestis TopoI	10	-5	18	4	-1
PfHsp40 yeast	0.7	-0.7	0.0	-0.6	-0.6

More compounds follow.
[49] Cc1cccn2cc(CCNC(=O)c3ccc(Br)o3)nc12
[50] Cc1ccsc1C(=O)C1CCCN(Cc2cccn2-c2ccc(Cl)cn2)C1 (stereo not given)
[51] O=C(NCCc1ccccc1)c1ccccc1[N+](=O)[O-]
[52] O=C(NNC(=O)c1ncc(Cl)c(Cl)c1Cl)c1ccc(F)cc1
[53] CCOc1ccc(/C=N/NC(=O)c2cc3c(OC)cc(OC)c(OC)c3[nH]2)cc1
[54] CCCOc1ccc(/C(O)=C2/C(=O)C(=O)N(CCN(C)C)C2c2ccncc2)cc1 (stereo not given)
[55] O=C(Nc1nc(-c2ccccn2)cs1)C1CCCC1

entry no.	49	50	51	52	53	54	55
PrPC TRFRET	-5	-15	-7	8	13	-3	-4
BoNT A protease	0.7	-0.3	1.4	0.7	-2.6	-0.7	-0.2
SSB-PriA inh	1	20	-3	3	nt	nt	14
TcdB inh	5.4	-0.2	-0.5	-0.3	0.3	nt	0.1
SARS 3CLpro inh	0	6	-1	3	1	-6	-3
Anthrax LF inh2	-2	-8	14	3	-11	-7	0
BH1578 lux ind	-0.2	i	-1.7	-0.3	0.6	7.7	-0.5
Y pestis TopoI	3	15	-2	-5	3	-6	6
PfHsp40 yeast	-0.2	-1.5	7.4	-1.1	0.3	-0.4	3.1

Screening data: PubChem BioAssay, several laboratories
